USP7 inh = human USP7 deubiquitinase inhibition | Q93009 | purified USP7, Ub-rhodamine cleavage fluorescence | inhibition, % at 20 µM | 47,000 tested, 0.3% active | AID 1645854
OTUD3 block = inhibitors of human OTUD3 deubiquitinase; purified OTUD3, Ub-rhodamine fluorescence, 2 h; 47,000 tested, 0.7% active; AID 1645858; inhibition, % at 25 µM
UCHL1 block = blocks human UCHL1 ubiquitin-rhodamine cleavage. P09936. inhibition, % at 20 µM. purified UCHL1, Ub-rhodamine cleavage fluorescence. 47,000 tested, 0.2% active
Target sequence (P09936 whole entry, looked up): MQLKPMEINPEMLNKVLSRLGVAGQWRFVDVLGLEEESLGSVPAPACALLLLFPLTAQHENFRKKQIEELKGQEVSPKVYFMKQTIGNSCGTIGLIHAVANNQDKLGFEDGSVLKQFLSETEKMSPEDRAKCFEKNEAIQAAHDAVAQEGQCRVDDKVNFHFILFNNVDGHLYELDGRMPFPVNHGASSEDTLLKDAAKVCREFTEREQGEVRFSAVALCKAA
USP30 inh = human USP30 deubiquitinase inhibition | Q70CQ3 | purified USP30, Ub-rhodamine cleavage fluorescence | inhibition, % at 25 µM | 47,000 tested, 5.3% active | AID 1645860
USP8 inh = inhibitors of human USP8 deubiquitinase; P40818; purified USP8, Ub-rhodamine cleavage fluorescence, 30 min; inhibition, % at 20 µM; 47,000 tested, 4.2% active; AID 1645853
USP10 inh = inhibitors of human USP10 deubiquitinase; inhibition, % at 20 µM; purified USP10, Ub-rhodamine fluorescence, 60 min; 47,000 tested, 1.1% active
Target sequence (Q14694 whole entry, looked up): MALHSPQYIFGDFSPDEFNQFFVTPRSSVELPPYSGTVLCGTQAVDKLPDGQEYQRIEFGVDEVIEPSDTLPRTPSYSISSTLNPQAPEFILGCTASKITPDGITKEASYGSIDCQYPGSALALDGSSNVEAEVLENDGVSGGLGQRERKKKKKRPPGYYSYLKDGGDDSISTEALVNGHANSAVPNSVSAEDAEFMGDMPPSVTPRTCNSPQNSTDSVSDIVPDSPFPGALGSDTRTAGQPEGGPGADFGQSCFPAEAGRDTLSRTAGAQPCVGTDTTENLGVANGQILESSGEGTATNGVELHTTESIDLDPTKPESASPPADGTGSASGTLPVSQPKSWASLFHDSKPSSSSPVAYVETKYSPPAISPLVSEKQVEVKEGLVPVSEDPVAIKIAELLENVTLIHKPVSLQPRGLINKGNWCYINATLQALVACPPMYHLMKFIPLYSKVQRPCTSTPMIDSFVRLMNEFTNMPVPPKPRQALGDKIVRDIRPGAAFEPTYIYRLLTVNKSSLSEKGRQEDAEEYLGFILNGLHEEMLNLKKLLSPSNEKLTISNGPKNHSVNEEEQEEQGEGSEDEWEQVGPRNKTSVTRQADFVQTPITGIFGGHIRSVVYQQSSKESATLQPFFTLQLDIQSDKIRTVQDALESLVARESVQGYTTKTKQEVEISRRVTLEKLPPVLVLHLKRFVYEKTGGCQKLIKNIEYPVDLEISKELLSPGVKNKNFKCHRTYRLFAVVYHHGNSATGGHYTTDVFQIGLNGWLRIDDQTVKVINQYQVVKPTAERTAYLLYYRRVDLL
USP17 block = blocks human USP17 ubiquitin-rhodamine cleavage; A8MUK1; purified USP17, Ub-rhodamine cleavage fluorescence, 3 h; inhibition, % at 50 µM; 47,000 tested, 6.5% active; AID 1645855
USP28 block = inhibitors of human USP28 deubiquitinase | AID 1645857 | inhibition, % at 25 µM | purified USP28, Ub-rhodamine cleavage fluorescence, 30 min | Q96RU2 | 47,000 tested, 3% active
Starred values were filed as active, the others as inactive; / = no result given. No stated cut-off is given here; in the data, active means inhibition above about 30%; inactive means the rest. Rows were taken by chance; 13% or so of the library scored in one or more.

Letters – A = USP7 inh; B = OTUD3 block; C = UCHL1 block; D = USP30 inh; E = USP8 inh; F = USP10 inh; G = USP17 block; H = USP28 block
1: O=C(NCc1noc(-c2ccco2)n1)C1CCCCC1
  A: -2; B: -2; C: -1; D: -4; E: 4; F: -5; G: -5; H: 1
2: COc1cccc(CN2CCC3(CC2)OC(C(=O)Nc2ccccc2)Cn2ccnc23)c1 (stereo unspecified)
  A: 3; B: 9; C: 1; D: 6; E: 1; F: -2; G: 1; H: 1
3: Cn1cc(C2c3ccccc3C(=O)N2CC(=O)N2CCC(C(N)=O)CC2)c2ccccc21 (stereo unspecified)
  A: 0; B: 3; C: 0; D: -2; E: -4; F: -2; G: -5; H: 1
4: COC(=O)c1ccc2c(=O)n(CCCCCC(=O)NCCC3=CCCCC3)c(=O)[nH]c2c1
  A: 13; B: 7; C: 1; D: -2; E: 22; F: 25; G: 13; H: -2
5: N#C/C(=C\c1cccnc1)c1nc(-c2cc3ccccc3o2)cs1
  A: -4; B: -11; C: -10; D: -17; E: -35; F: -7; G: -6; H: -5
6: Cn1c(=O)c(C(=O)Nc2ccc(Br)cc2F)nc2ccccc21
  A: 15; B: -5; C: -1; D: 4; E: 5; F: 23; G: 46*; H: -5
7: CC(C)Nc1nc2c(cc1C(=O)NCC1CC1)CCN(Cc1cnn(C)c1)CC2
  A: -5; B: -6; C: 0; D: -27; E: -3; F: -3; G: -29; H: -13
8: Cc1ccc(C)c(Cn2cc(S(=O)(=O)N3CCCC3)ccc2=O)c1
  A: -3; B: -5; C: 0; D: -28; E: 2; F: 3; G: -6; H: -2
9: CC1CCN(c2cc(-n3cnc(C(=O)N4CCCCC4)c3)ncn2)CC1
  A: -10; B: 1; C: 1; D: -4; E: 0; F: 0; G: -3; H: 51*
10: O=C(Nc1cccc(F)c1)c1ccc(=O)n(CCN2CCOCC2)c1
  A: 1; B: -27; C: 0; D: 12; E: -10; F: -2; G: 1; H: 5
11: Cc1ccccc1-c1nc(CS(=O)(=O)CC(=O)Nc2ccccc2Cl)c(C)o1
  A: 2; B: 1; C: 1; D: 4; E: 9; F: 12; G: 11; H: -5
12: O=C(c1ccccc1)N1CCN2C(=O)N(c3cccnc3)C(=O)C2(Cc2ccccc2)CC1 (stereo unspecified)
  A: 6; B: 14; C: 2; D: 0; E: 14; F: 2; G: 7; H: 6
13: CC1CCN(S(=O)(=O)c2cccn(Cc3ccccc3)c2=O)CC1
  A: -32; B: -7; C: -3; D: -18; E: -5; F: -4; G: -8; H: -9
14: Cn1cc(CN[C@H]2[C@H](O)[C@H](O)C[C@@H]2c2ccccc2)cn1
  A: 1; B: 0; C: -1; D: 1; E: 6; F: 1; G: 1; H: 1
15: COc1ccc(S(=O)(=O)N2CCN(C(=O)c3ccco3)CC2)c2ccccc12
  A: -1; B: 0; C: -1; D: 7; E: 0; F: 0; G: -2; H: -8
16: COc1cccc(CNC(=O)C2CCCN(c3nnc(N4CCCC4=O)s3)C2)c1OC (stereo unspecified)
  A: -3; B: 0; C: -4; D: 9; E: -25; F: 0; G: -7; H: -16
17: CC(C)NC(=O)c1ccc(-c2ccc(N3CCCCC3)nc2)cc1
  A: -1; B: -14; C: -5; D: -19; E: -3; F: 5; G: -9; H: -19
18: CC(C)N1CCc2c(nc(C(=O)NCc3ccccc3)n2C)C1
  A: 1; B: 6; C: 1; D: -15; E: -27; F: 0; G: 0; H: 2
19: CCN1CCN(C(=O)c2ccc3c(c2)NC(=O)C2CCCCN32)CC1 (stereo unspecified)
  A: 3; B: -7; C: 1; D: -43; E: -10; F: -4; G: 0; H: -9
20: Cc1nc(Nc2ccccn2)cc(C2CCCN2Cc2ncc[nH]2)n1 (stereo unspecified)
  A: 0; B: -6; C: -2; D: /; E: 1; F: 1; G: -21; H: /
21: FC(F)(F)c1cnc(N2CCC(c3ncn[nH]3)CC2)c(Cl)c1
  A: 3; B: 4; C: 1; D: 19; E: 3; F: -1; G: 0; H: 43*
22: Cc1ccc2c(c1)c(=O)c(C(=O)c1ccccc1)cn2CC(=O)Nc1ccc2c(c1)OCCO2
  A: 17; B: -6; C: 4; D: -5; E: 30; F: 26; G: 62*; H: -5
23: O=C(NCc1ccc(F)cc1)c1noc2c1CCc1sccc1-2
  A: -8; B: -6; C: 0; D: 19; E: 1; F: 3; G: 1; H: -17
24: CN1C(=O)COc2ccc(C(=O)CN3C(=O)COc4ccc(Cl)cc43)cc21
  A: 0; B: -1; C: -1; D: 12; E: -63; F: 3; G: -12; H: 0
25: Cc1cc(C)cc(NC(=O)CC2C(=O)OCCN2Cc2ccccc2)c1 (stereo unspecified)
  A: 0; B: 7; C: 1; D: 12; E: 12; F: -2; G: 0; H: 5

Three entries from above, ordered by the value under USP10 inh, low to high.
nr | SMILES | USP10 inh
1 | O=C(NCc1noc(-c2ccco2)n1)C1CCCCC1 | -5
21 | FC(F)(F)c1cnc(N2CCC(c3ncn[nH]3)CC2)c(Cl)c1 | -1
16 | COc1cccc(CNC(=O)C2CCCN(c3nnc(N4CCCC4=O)s3)C2)c1OC (stereo unspecified) | 0

The list goes on.
Letters – A = USP7 inh; B = OTUD3 block; C = UCHL1 block; D = USP30 inh; E = USP8 inh; F = USP10 inh; G = USP17 block; H = USP28 block
26: COc1ccc(-c2nc3cnccn3c2Nc2ccccc2C)cc1OC
  A: 3; B: -9; C: 0; D: -28; E: -19; F: -3; G: -16; H: -9
27: COCCn1ccc2nc(C)c(C(=O)NC3CCN(Cc4ccccc4)CC3)cc2c1=O
  A: -3; B: -10; C: -5; D: -33; E: 5; F: -5; G: -18; H: -17
28: Cc1ccc(CSc2nc3nc4c(cn3n2)C(=O)CCC4)cc1
  A: -6; B: 5; C: 2; D: /; E: 3; F: 0; G: 12; H: /
29: COc1ccc(-c2nnc(-c3nc(NCCc4cnc[nH]4)c4ccccc4n3)o2)cc1
  A: 2; B: -7; C: -2; D: 0; E: 1; F: -1; G: 1; H: -6
30: Cc1ccc(CNC(=O)c2nn(-c3ccccc3F)nc2CO)cc1
  A: 0; B: 1; C: 1; D: -58; E: 1; F: 4; G: -5; H: -6
31: O=C1NCCCn2cc(S(=O)(=O)NCCc3ccccc3)cc21
  A: -5; B: -7; C: -2; D: -34; E: -4; F: -1; G: -47; H: -15
32: COC(=O)c1ccc2c(=O)n(-c3ccccc3)c(N3CCCC3)nc2c1
  A: -11; B: 8; C: 8; D: 15; E: 13; F: 12; G: 8; H: 11
33: CC(C)(C)c1nn(-c2ccc(Cl)cc2)c2[nH]c(=O)c(CNCCc3ccccc3)cc12
  A: 0; B: -7; C: -4; D: -6; E: -5; F: -2; G: -6; H: -19
34: CCOc1ccccc1NC(=O)CCC(=O)Nc1ccc2nc(N3CCN(C)CC3)cc(C)c2c1
  A: 2; B: -4; C: 1; D: 0; E: -2; F: -1; G: -20; H: -8
35: Cn1cccc1C(=O)N1CCN(C2CCN(Cc3cc4ccccc4o3)CC2)C(=O)C1
  A: 0; B: -3; C: -4; D: 0; E: -2; F: 0; G: -8; H: -9
36: CCOC(=O)c1ccc(NC(=O)CSc2nnc(CNC(=O)c3ccc(OC)cc3)o2)cc1
  A: 5; B: 0; C: 6; D: 35*; E: 0; F: 5; G: 33*; H: 4
37: COc1ccccc1NC(=O)Cn1c(=O)n(-c2ccccc2)c2ncccc21
  A: -2; B: 8; C: 2; D: /; E: -8; F: -3; G: -3; H: /
38: O=C(NCc1csc(-c2ccccc2)n1)c1ccccc1Cl
  A: -10; B: 0; C: 0; D: 0; E: -5; F: 1; G: -2; H: 11
39: OCCCN1CCC2(CC1)CNCc1ccccc12
  A: 8; B: 17; C: 4; D: 19; E: -130; F: 1; G: -4; H: 11
40: C[C@@H](NC(=O)Cc1ccc(F)cc1)c1nc2cc(-c3ccccc3F)ncn2n1
  A: 14; B: -5; C: 2; D: 8; E: 16; F: 8; G: 16; H: 1
41: Cc1cccnc1C(=O)N1C[C@@H]2CC[C@H](Oc3ccccc3F)[C@@H]2C1
  A: -1; B: 4; C: 1; D: -1; E: -3; F: -6; G: 1; H: 8
42: O=C(C1CC1)N1CCC(CCOc2ccc(F)cc2)CC1
  A: -10; B: 7; C: 1; D: 25; E: 2; F: 0; G: 6; H: 10
43: O=C(NCCc1ccc(Cl)cc1)c1ccc2ccccc2n1
  A: -23; B: -38; C: -24; D: -242; E: -57; F: -2; G: -126; H: -84
44: CN(Cc1ccc2c(c1)OCO2)C(=O)c1nc(-c2ccccc2)n(-c2ccccc2)n1
  A: 4; B: 13; C: 4; D: 15; E: -49; F: 5; G: 20; H: 28
45: Cc1noc(C)c1-c1ccc(S(=O)(=O)NC2CCC(C)CC2)cc1 (stereo unspecified)
  A: -126; B: 2; C: 8; D: 18; E: 5; F: 9; G: 8; H: 9
46: CCc1nc(N2CCCC2=O)sc1C(=O)Nc1ccc(F)cc1
  A: 0; B: 2; C: 0; D: -159; E: 3; F: -1; G: -2; H: 20
47: CC(C)c1nccn1-c1cccc(C2CCCN(C(=O)c3cnccn3)C2)n1 (stereo unspecified)
  A: -2; B: -1; C: -3; D: -2; E: -65; F: 1; G: -20; H: 19
48: Cc1ccc(Cn2nnc(-c3noc(-c4ccc[nH]4)n3)c2C)cc1
  A: -115; B: 8; C: 5; D: 22; E: 5; F: 9; G: 21; H: 62*
49: COc1ccccc1-c1noc(Cn2cnc3c(nnn3Cc3ccc(F)cc3)c2=O)n1
  A: -5; B: -2; C: 3; D: 15; E: -8; F: 8; G: -4; H: 3
50: CS(=O)(=O)c1ccc(C(=O)N(CCc2ccccc2)C2CCN(CCc3ccc(Cl)cc3)CC2)cc1
  A: -6; B: -14; C: -6; D: -30; E: -23; F: -11; G: -3; H: -32
51: COC1COC2(CCN(Cc3cccnc3)CC2)C1 (stereo unspecified)
  A: -3; B: -2; C: -6; D: -41; E: -179; F: -2; G: -37; H: -15
52: COc1ccc(CCNc2ccc3c(cc2=O)[C@@H](NC(C)=O)CCc2cc(OC)c(OC)c(OC)c2-3)cc1
  A: -2; B: -18; C: -4; D: -65; E: -52; F: -13; G: -55; H: -32
53: COc1ccc(CCN2CC(C(=O)Nc3ccc4c(c3)OCO4)CC2=O)cc1OC (stereo unspecified)
  A: 8; B: 6; C: 5; D: 7; E: 17; F: -2; G: 7; H: 8
54: Cc1cccc(OCC(=O)Nc2ccc(C(=O)OCc3cc(=O)n4ccsc4n3)cc2)c1
  A: -3; B: -43; C: -5; D: -213; E: -16; F: -9; G: -14; H: -65
55: O=C(Nc1cc(C(F)(F)F)ccc1Cl)c1ccc2ncsc2c1
  A: 0; B: -9; C: -1; D: -16; E: -6; F: -3; G: -9; H: -13

Of the compounds above, these have a Cl atom:
Letters – A = USP7 inh; B = OTUD3 block; C = UCHL1 block; D = USP30 inh; E = USP8 inh; F = USP10 inh; G = USP17 block; H = USP28 block
11: Cc1ccccc1-c1nc(CS(=O)(=O)CC(=O)Nc2ccccc2Cl)c(C)o1
  A: 2; B: 1; C: 1; D: 4; E: 9; F: 12; G: 11; H: -5
21: FC(F)(F)c1cnc(N2CCC(c3ncn[nH]3)CC2)c(Cl)c1
  A: 3; B: 4; C: 1; D: 19; E: 3; F: -1; G: 0; H: 43*
24: CN1C(=O)COc2ccc(C(=O)CN3C(=O)COc4ccc(Cl)cc43)cc21
  A: 0; B: -1; C: -1; D: 12; E: -63; F: 3; G: -12; H: 0
33: CC(C)(C)c1nn(-c2ccc(Cl)cc2)c2[nH]c(=O)c(CNCCc3ccccc3)cc12
  A: 0; B: -7; C: -4; D: -6; E: -5; F: -2; G: -6; H: -19
38: O=C(NCc1csc(-c2ccccc2)n1)c1ccccc1Cl
  A: -10; B: 0; C: 0; D: 0; E: -5; F: 1; G: -2; H: 11
43: O=C(NCCc1ccc(Cl)cc1)c1ccc2ccccc2n1
  A: -23; B: -38; C: -24; D: -242; E: -57; F: -2; G: -126; H: -84
50: CS(=O)(=O)c1ccc(C(=O)N(CCc2ccccc2)C2CCN(CCc3ccc(Cl)cc3)CC2)cc1
  A: -6; B: -14; C: -6; D: -30; E: -23; F: -11; G: -3; H: -32
55: O=C(Nc1cc(C(F)(F)F)ccc1Cl)c1ccc2ncsc2c1
  A: 0; B: -9; C: -1; D: -16; E: -6; F: -3; G: -9; H: -13

Bioassay records from PubChem BioAssay.
